PV pol inh = poliovirus RNA polymerase inhibition | P03300 | poliovirus polymerase elongation, fluorescence polarization; stronger effect = lower value | % elongation, % (compound at 16.7 µg/mL) | actives 0.66% (n = 150,000); in the data active = % elongation below about 90%; note: some results filed as inactive read as strong as hits
Target sequence (P03300 1749-2209 limits assumed): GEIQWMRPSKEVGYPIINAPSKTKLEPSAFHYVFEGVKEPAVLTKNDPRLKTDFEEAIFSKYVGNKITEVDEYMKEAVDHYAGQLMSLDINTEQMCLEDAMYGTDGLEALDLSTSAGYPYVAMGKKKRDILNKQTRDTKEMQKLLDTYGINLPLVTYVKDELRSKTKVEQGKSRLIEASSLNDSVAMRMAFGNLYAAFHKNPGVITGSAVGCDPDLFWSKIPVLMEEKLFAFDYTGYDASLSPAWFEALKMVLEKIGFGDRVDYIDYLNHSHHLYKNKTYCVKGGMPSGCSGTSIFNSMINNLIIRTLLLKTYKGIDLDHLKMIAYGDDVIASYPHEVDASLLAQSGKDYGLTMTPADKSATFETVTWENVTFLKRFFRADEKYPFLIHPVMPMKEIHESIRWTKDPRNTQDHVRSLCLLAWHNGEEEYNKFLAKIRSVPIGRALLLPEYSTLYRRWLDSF
PV pol inh FP z-score = second read-out of PV pol inh, no call of its own (marks repeat the call); z-score; measured here: FP z-score; hits read low
* marks the source's active call; other numbers are inactive results; & = joins results of further samples. Not all compounds are listed (hit frequency here may not be typical).

SMILES	PV pol inh	PV pol inh FP z-score
N#Cc1ccc(CSc2nc3ccccc3c(=O)n2Nc2ccccc2)cc1	100	-0.1
COc1ccccc1-c1noc(CSc2nnc(-c3ccccc3)n2-c2ccc(C)c(C)c2)n1	109	0.4
Cc1cc(C)c(S(=O)(=O)NCCc2sc(-c3cccnc3)nc2C)c(C)c1	101	-1.4
COc1ccc(OC)c(C(=O)c2ccc(C(=O)O)cc2)c1	102	0.4
CCOC(=O)c1cnc(O/N=C/c2ccc(F)cc2)nc1C(F)(F)F	100	-0.4
CCc1cc2c(cc3c(=O)n(CC(=O)N4CCN(c5cc(Cl)ccc5C)CC4)ncn32)s1	107	0.1
O=C(CCCCn1c(=O)[nH]c2ccsc2c1=O)N1CCN(c2cccc(C(F)(F)F)c2)CC1	110	1.6
O=C(c1ccccc1)N1CCN(c2ncccn2)CC1	98	-1
O=C(Nc1ccc(F)cc1)NC1(C(=O)O)CCCCC1	105	1.7
CCOc1ccc(NC(C)c2cc(Cl)ccc2O)cc1 (stereo not given)	101	0.6
O=C(CN(CC(=O)Nc1ccc2c(c1)OCCO2)S(=O)(=O)c1ccccc1)Nc1ccc2c(c1)OCCO2	108	0.6
Cn1ccnc1Sc1ccnc2cc(Cl)ccc12	103	-0.1

As a working copy, part of the list above.
SMILES	PV pol inh	PV pol inh FP z-score
COc1ccccc1-c1noc(CSc2nnc(-c3ccccc3)n2-c2ccc(C)c(C)c2)n1	109	0.4
Cc1cc(C)c(S(=O)(=O)NCCc2sc(-c3cccnc3)nc2C)c(C)c1	101	-1.4

Continuation.
SMILES	PV pol inh	PV pol inh FP z-score
CCOC(=O)c1ccccc1NC(=O)CSc1nc(=O)[nH]c2c1CCC2	107	0.1
CSc1cccc(N2C(=S)NC3c4ccccc4OC24CCCC34)c1 (stereo not given)	100	-1
COc1cc(NC(=O)c2cccc(F)c2)ccc1NC(=O)c1cc2ccccc2o1	106	0.1
CCOC(=O)CN(C)Cc1ccc(OC)cc1OC	100	0
COc1ccc(-c2sccc2C(C)C(=O)O)cc1 (stereo not given)	105	0.6
CCCC(=O)Nc1c(C(=O)c2ccccc2)oc2ccccc12	100	0.1
O=C(CSc1nnc(COc2ccccc2)o1)c1ccccc1	100	-0.5
N/C(=N\c1ncn[nH]1)N/N=C/c1c(Cl)cccc1Cl	100	-0.2
N#CC(Nc1ccc(F)cc1)c1ccco1 (stereo not given)	102	0.1
CON(C)c1nc(-c2cccnc2)nc2ccccc12	111	1
S=C1NN=C(c2ccccc2)C(c2ccccc2)N1 (stereo not given)	101	-0.1
C=CCN1CCN(C(=O)c2ccccc2C)CC1	101	-0.4
CN1/C(=C/C=N/O)C(C)(C)c2ccccc21	102	-0.4
CN(C(=O)c1c(Cl)nc2sccn12)C1CCCCC1	105	0.5
c1ccc2c(CNc3ccc(CNc4ncn[nH]4)cc3)cccc2c1	105	0
NS(=O)(=O)c1ccc(NC(=O)CSCC(=O)O)cc1	103	0.5
Cc1oc2c(c1C(=O)NCCCn1ccnc1)C(=O)c1ccccc1C2=O	98	-0.6
CCCCCC(=O)/C=C/C=C\CCCCCCCC(=O)O	99	-0.2
O=C(CCNS(=O)(=O)c1cccc2nsnc12)NC1CCCCC1	99	-0.2
Cc1ccc(-c2cn(-c3ccc(Cl)cc3)c(S(=O)(=O)CC(=O)Nc3ccccc3)n2)cc1	104	-0.5
COc1ccc(N2CCN(CCCNC(=O)c3ccc4nc(N5CCCCC5)sc4c3)CC2)cc1	105	-0.5
CC(C)NC(=O)NCc1cccn1Cc1ccccc1	101	-0.2
COC(=O)CCc1sc(Nc2ccc(OC)cc2)nc1-c1ccc(OC)cc1	112	-0.2
COC(=O)c1cc2sc(C)cc2n1Cc1nc(-c2ccc(C)cc2)oc1C	114	1.1
Cc1nn(C)c2c1c(-c1ccccc1)cc(=O)n2Cc1ccc(Br)cc1F	112	1.3
Cn1c(NNC(=O)C(c2ccccc2)c2ccccc2)cc(=O)n(C)c1=O	106	0.8
C/C(=N/NS(=O)(=O)c1ccc(C)cc1)c1c(O)c2ccccc2oc1=O	102	0.4
Cc1ccc(C2N3CCCN23)cc1 (stereo not given)	101	0.2
O=C(NCCCn1ccnc1)c1ccc(S(=O)(=O)Nc2ccccc2)cc1	102	-0.1
COc1cc(OC)cc(C(=O)OCC(=O)N2CCCC2)c1	104	0.3
O=C(CCCCn1c(=O)c2ccccc2n(CC(=O)Nc2ccc(F)cc2F)c1=O)NCc1ccccc1Cl	107	0.2
Cc1ccc2onc(CNC(=O)NCc3ccccc3)c2c1	108	0.3
CC(C)=CC(=O)Nc1ccc2c(c1)OCO2	101	0.2
CCCN(C#N)c1nc(NC(C)C)nc(NC(C)C)n1	107	0.4
CCc1ccc(C(=O)Nc2cccc(-c3nc4cc(C(C)C)ccc4o3)c2)cc1	108	0.7
Cc1ccccc1C(=O)NCCn1cc(SCC(=O)Nc2nccs2)c2ccccc21	99	-0.6
COc1ccc(CNC(=O)CCn2cnc3c2c(=O)n(C)c(=O)n3C)cc1	105	1.1
CC1CCC(NC(=O)c2ccc(NC(=O)c3ccc(=O)[nH]c3)cc2)CC1 (stereo not given)	103	0.4
COc1ccc(CCNC(=O)c2ccc3c(SCC(=O)O)c4c(nc3c2)CCCC4)cc1OC	103	0.2
COc1ccc(S(=O)(=O)N(C)c2ccc(C(=O)N3CCN(c4ccccc4F)CC3)cc2)cc1OC	101	0.3
COc1cc(-c2noc(CN3CCN(c4cccc(Cl)c4)CC3)n2)cc(OC)c1OC	106	-0.4
Cn1c(=O)oc2cc(S(=O)(=O)NCCN3CCC(Cc4ccccc4)CC3)ccc21	98	-1.3
Cc1ccc2nc(N(Cc3cccnc3)C(=O)CCS(=O)(=O)c3ccccc3)sc2c1	103	-0.8
Cc1cccc(NC(=O)c2nnn(CC(=O)Nc3ccc(C(C)C)cc3)c2N)c1C	113	1.3
O=C(CSc1nncc2ccccc12)Nc1ccccc1	96	-1.1
COc1ccc2c(c1)-c1ccccc1S(=O)(=O)N2C	103	0.2
CCN1C2=C(C(=O)CCC2)C(c2cccc(OC)c2)C2=C1CCCC2=O	104	0.6
O=S(=O)(Nc1ccc(F)c(Cl)c1)c1ccc(Br)s1	109	0.9
N#CC(CC(=O)N1CCCC1)(CC(=O)N1CCCC1)c1nc2ccccc2s1	106	0.5
CCCCn1c(N)c(N2CCN(Cc3ccccc3)CC2)c(=O)[nH]c1=O	102	-0.1
Cc1cc(C)nc(SCC(=O)OCC(=O)Nc2ccc(N3CCCCC3)cc2)n1	105	0.3
O=C(Nc1cccc(F)c1)C1CCN(S(=O)(=O)c2cccc3nsnc23)CC1	107	-0.5
COc1ccc(CCCc2n[nH]c(=S)o2)c(C)c1	102	0.2
O=[N+]([O-])c1cccc2c(Br)[nH]nc12	102&99	0.2&-0.2
CCc1ccc(CNC(=O)CCc2c(C)nn(-c3ccc(N4CCCCC4)nn3)c2C)cc1	101	-0.9
CC(=O)Nc1ccccc1-c1nc2ccccc2[nH]c1=O	103&105	0&1.2
Cc1cc(C)c(NC(=O)Cc2ccc(-n3c(C)nc4cccnc43)cc2)c(C)c1	102	-0.8
O=C(O)CCCCN1Cc2ccccc2C1	101	-0.2
C#CCSc1nsc(SCC#C)c1C#N	102	0
O=C(CSc1nnc2ccccn12)N1CCOCC1	101	0

Continued.
Structure | PV pol inh | PV pol inh FP z-score
N#Cc1cc2c(=O)n3ccccc3nc2n(-c2nnc(SCc3ccccc3Cl)s2)c1=O | 103 | -0.6
CCCNC(=O)N1CCC(c2ccc3c(c2)OCO3)CC1 | 102 | 0.1
CC(C)NC(=O)C12CC3CC(C1)CC(C(=O)NC(C)C)(C3)C2 | 102 | 0.1
O=C1c2ccccc2C(Nc2ccccc2)N1c1ccccn1 (stereo not given) | 100 | -0.2
Cc1nc2ccc(C(=O)OCC(=O)c3ccc(Cl)cc3)cc2nc1C | 111 | 1.1
CC1=C(C(=O)Nc2ccc(C)cc2C)C(c2ccc(O)cc2)n2nnnc2N1 (stereo not given) | 101 | -1.3
Cc1ccc(-n2cc(-c3ccccc3)nc2S(=O)(=O)CC(=O)Nc2ccc(F)cc2)cc1 | 109 | 1.2
Cc1ccc2c(CC(=O)OC(C)C#N)coc2c1 (stereo not given) | 93 | -1.4
CC1CCN(C(=O)COC(=O)CCc2nc3ccccc3s2)CC1 | 104 | 0.1
CC(=O)Nc1ccc(S(=O)(=O)N2CCN(c3ccc(C)c(C)c3)CC2)cc1 | 99 | -0.8
O=C(COc1ncnc2sccc12)NC(=O)NCc1ccco1 | 106 | 0.5
COc1ccc(/C=C/C(=O)Nc2sc3c(c2C(N)=O)CCC(C)C3)cc1OC (stereo not given) | 104 | -0.2

One compound at a time, as listed above.
Profile of CC1=C(C(=O)Nc2ccc(C)cc2C)C(c2ccc(O)cc2)n2nnnc2N1 (stereo not given) → PV pol inh: 101; PV pol inh FP z-score: -1.3
Profile of Cc1ccc(-n2cc(-c3ccccc3)nc2S(=O)(=O)CC(=O)Nc2ccc(F)cc2)cc1 → PV pol inh: 109; PV pol inh FP z-score: 1.2
Profile of Cc1ccc2c(CC(=O)OC(C)C#N)coc2c1 (stereo not given) → PV pol inh: 93; PV pol inh FP z-score: -1.4

Returning to the listing, repeating the 3 entries before the break.
Structure | PV pol inh | PV pol inh FP z-score
CC(=O)Nc1ccc(S(=O)(=O)N2CCN(c3ccc(C)c(C)c3)CC2)cc1 | 99 | -0.8
O=C(COc1ncnc2sccc12)NC(=O)NCc1ccco1 | 106 | 0.5
COc1ccc(/C=C/C(=O)Nc2sc3c(c2C(N)=O)CCC(C)C3)cc1OC (stereo not given) | 104 | -0.2
O=S(=O)(NNc1ncnc2sccc12)c1ccc(Cl)cc1 | 103 | 0.3
COc1ccc(-c2noc(CSCC(=O)Nc3ccc(Br)cc3C)n2)cc1OC | 105 | 1.3
O=C(O)Cn1ccccc1=O | 105 | 1.5
Cc1ccc2c(N)c(C(N)=O)sc2n1 | 102 | 0.6
CCCCN(CC)C(=O)c1nn(-c2ccc(OC)cc2)c(=O)c2c1c1ccccc1n2C | 109 | 0.6
CCOC(=O)C1CCN(C(=O)Cn2ncc3c4ccccc4n(Cc4ccccc4)c3c2=O)CC1 | 110 | 0.2
Cc1cc(O)c(C(c2ccc(Cl)cc2)N2CCN(c3ccccc3)CC2)c(=O)n1Cc1ccco1 (stereo not given) | 119 | 2.4
CCC(Oc1ccccc1)C(=O)Nc1cc(-c2ccccc2OC)nn1-c1ccccc1 (stereo not given) | 109 | 0.3
Cc1nc2cccnc2n1C1CCN(S(=O)(=O)c2ccc(C(C)C)cc2)CC1 | 101 | -1.1
CCOCCC(=O)N1CCCCC1CC (stereo not given) | 98 | -0.2
Cc1ccc(-n2nc3c(c2NC(=O)COc2ccc(Cl)cc2Cl)CS(=O)C3)cc1 (stereo not given) | 96 | -2.6
COc1cccc(=O)c2c(C)n(CC(=O)c3ccccc3)c(C)c12 | 106 | 1.1
CC(Sc1ccccc1)C(=O)N1CCN(c2ccccc2F)CC1 (stereo not given) | 105 | 0.3
CC(=O)NC1N=C(C)N(c2ccccc2)C1=O (stereo not given) | 99 | -0.8
Cc1nn(C)c2c1c(-c1ccccc1)cc(=O)n2Cc1ccc(F)cc1 | 101 | -1.2
CCC1=NP(N2CCN(C)CC2)(N2CCN(C)CC2)=NC(N2CCN(C)CC2)=C1C | 101 | 0
CCOc1ccc(OCC)c(NC(=O)c2cc(S(=O)(=O)N3CCc4ccccc43)cn2C)c1 | 109 | 0.5
NC(=O)CSc1ccc2ccccc2c1 | 99 | -0.9
CCN1C2=C(C#N)C(=O)CCCN2C(=O)c2ccccc21 | 103 | 0.1
Cc1nn(-c2cccc(Cl)c2)c2nc(-c3cccnc3)cc(C(F)(F)F)c12 | 112 | 0.8
CC1CCN(C(=O)CSc2nc3cc4c(cc3cc2C#N)OCO4)CC1 | 102 | 0.2
Cc1ccc(-n2c(C)cc(/C=C(\C#N)C(=O)Nc3ccc(C)c(C)c3)c2C)cc1 | 102 | -0.3
O=C(NC1CCCC1)c1ccc(CSc2nc3ccncc3n2Cc2ccccc2F)cc1 | 106 | -1.2
COc1ccccc1NC(=O)Cn1c(=O)n(-c2cccc(C)c2)c(=O)c2c1c1cc(C)ccc1n2C | 105 | 0.5
O=C(NCc1ccco1)[C@H](Cc1ccccc1)N1Cc2ccccc2C1=O | 102 | 0.2
Cn1cccc1/C=C/C(=O)Nc1ccc2c(c1)CCC2 | 105 | 0
O=C1CCCS(=O)(=O)c2ccccc21 | 103 | 0.6
CCOC(=O)Cn1c(=O)n(-c2ccccc2OC)c2nc(-c3ccccc3)nc(C(N)=O)c21 | 106 | -0.1
c1ccc(-c2nc(CN3CCNCC3)co2)cc1 | 101 | -0.2
COc1cc2c(cc1OC)C(C(=O)NCC1CCCO1)C(c1cccnc1)N(C)C2=O (stereo not given) | 101 | 0.2
O=C(CSc1ccc(Br)cc1)Nc1ccc(S(=O)(=O)NCc2ccco2)cc1 | 99 | -0.5
CC1CCC2C(C1)Nc1c(C(=O)O)cccc1C2(C)C (stereo not given) | 100 | -0.4
CCOc1ccc(N(Cc2cccc3ccccc23)C(=O)c2ccco2)cc1 | 105 | 0.1
Cc1cc(C)cc(-n2c(=O)[nH]c3ccccc3c2=O)c1 | 110 | 1.3
O=C(C(c1ccccc1)c1ccccc1)N1CCCC1 | 102 | -0.1
CC(=O)n1c2ccc(C)cc2c2nc3ccccc3nc21 | 108 | 0.4
S=c1[nH]nc(CNc2cccc(Cl)c2)o1 | 100 | -0.3
Cc1ccc(NC(=O)[C@H](CSCc2ccccc2)N2Cc3ccccc3C2=O)cc1 | 107 | 0.7
CCOc1cc(CNc2ccc3c(c2)CCC3)ccc1O | 103 | 1.1
O=C(COC(=O)C12CC3CC(CC(Br)(C3)C1)C2)Nc1ccccc1 | 100 | -0.5
O=C(CSc1nccn1-c1ccc(Cl)cc1)NCc1ccco1 | 101 | 0.2
Cc1nc2ccn(Cc3cccs3)c(=O)c2cc1C(=O)NCc1ccccc1 | 102 | -0.7
Cn1c(=O)c2cc(S(=O)(=O)NC(Cc3ccccc3)C(=O)Nc3ccc(F)cc3)ccc2n(C)c1=O (stereo not given) | 102 | -0.2
CCOc1ccc(/C=C2/C(=O)N(C)C(=S)N2CC(=O)OC)c(OCC)c1 | 104 | 0.7

Screens from PubChem BioAssay.
